High-throughput results: PubChem, several laboratories
GPR55 beta-arrestin: GPR55 agonists via beta-arrestin recruitment, primary screen, imaging, U2OS cells, beta-arrestin-GFP redistribution (AID 1961) | U2OS GPR55 beta-arrestin-GFP redistribution imaging; higher % means a stronger effect | activation, % at 10 µM; hits with a dose series show EC50 in µM | 290,000 compounds, 0.048% hits;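 active = activation above 40% with more than 50 cells counted in the well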;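 also: U2OS osteosarcoma cells stably expressing GPR55 and beta-arrestin-GFP; plate controls were DMSO negative control for no effect and LPI positive control for full effect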
SV40 large T antigen: SV40 large T antigen inhibitors, biochemical (AID 1903); inhibition, % at 20 µM, or IC50 in µM where a hit was titrated; 310,000 compounds, 0.39% hits; SV40 large T antigen ATPase/helicase inhibition assay; higher % means a stronger effect; in the data active = a potency from the dose series; also: strong numbers were not always called active
KOR beta-arrestin-1: kappa opioid receptor blockers – cell-based, luminescence, uHTS (AID 1778) | KOR beta-arrestin recruitment, luminescence, antagonist mode; higher % means a stronger effect | one-dose inhibition, % at 10 µM; IC50 in µM for titrated hits | 290,000 compounds, 0.091% hits; also: strong numbers were not always called active
Rac1 GTP hydrolysis: MgcRacGAP GTPase-activating activity inhibitors, confirmation, biochemical, ADP Hunter fluorescence. MgcRacGAP-stimulated Rac1 GTP hydrolysis, ADP Hunter fluorescence; higher % means a stronger effect; GST-tagged Rac1 F28L mutant substrate. one-dose inhibition, % at 30 µM; IC50 in µM for titrated hits. 340,000 compounds, 0.6% hits. AID 624330;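 active = first-screen hits whose inhibition reached a set limit at any dose in the follow-up dose series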;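 also: fluorescence reports GDP produced by GAP-driven GTP hydrolysis; strong numbers were not always called active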
HIV peptide binding: inhibitors of HIV fusion peptide binding, primary screen, biochemical, uHTS, fluorescence dequenching (AID 1986) | cell-free peptide binding, fluorescence dequenching, 30 min; higher % means a stronger effect | inhibition, % at 20 µM; hits with a dose series show IC50 in µM | 290,000 compounds, 0.3% hits; in the data active = inhibition mostly above about 52%, no sharp cut-off; inactive = mostly below about 76%; also: some results filed as inactive read as strong as hits
GPR55 antagonists: inhibition of LPI-stimulated GPR55 beta-arrestin translocation – imaging, U2OS, beta-arrestin-GFP, LPI agonist, primary screen (AID 2013). U2OS GPR55 beta-arrestin-GFP translocation imaging, LPI antagonism; higher % means a stronger effect. inhibition, % at 10 µM, or IC50 in µM where a hit was titrated. 290,000 compounds, 0.13% hits;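 active = spots per cell inhibited over 60%, with over 100 cells counted and total cytoplasm intensity under 500,000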;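 also: U2OS cells stably carrying GPR55 and arrestin-GFP stimulated by 5 µM LPI near EC80; imaged beta-arrestin-GFP aggregate spots per cell after agonist stimulation; plate controls were LPI-stimulated DMSO wells for no effect and DMSO wells without LPI for full effect; some results filed as inactive read as strong as hits; confirmed hits need IC50 under 10 µM and bright autofluorescent wells are also inconclusive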
KOR beta-arrestin-2: KOR agonists, beta-arrestin recruitment, primary screen, cell-based, luminescence, uHTS (AID 1777); KOR beta-arrestin recruitment, luminescence; higher % means a stronger effect; activation, % at 10 µM, or EC50 in µM where a hit was titrated; 280,000 compounds, 0.02% hits; in the data active = activation above about 50%, passing the limit was not always enough; also: a part of the inactive calls stands beside numbers as strong as those of hits
NOD1 inhibition: NOD1 signaling inhibitors, primary screen, cell-based, luminescence, uHTS (AID 1578). 290,000 compounds, 1% hits. one-dose inhibition, % at 4 µM; EC50 in µM for titrated hits. NOD1-driven NF-kB luciferase reporter cells, luminescence; higher % means a stronger effect; in the data active = inhibition mostly above about 36%, no sharp cut-off; inactive = mostly below about 34%;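 also: HEK-293T reporter cells stimulated with the NOD1 agonist gamma-tri-DAP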
NOD2 inhibition: inhibition of NOD2-driven NF-kB reporter – cell-based, luminescence, uHTS, HEK293 (AID 1566). HEK293 NOD2/NF-kB luciferase reporter, luminescence; higher % means a stronger effect. one-dose inhibition, % at 4 µM; EC50 in µM for titrated hits. 290,000 compounds, 0.63% hits; also: many of its hits are not listed in these tables
Numbers without * were called inactive; [ ] = dose if it differs, or a comment. Rule as the data show it, unless noted: active = inhibition above about 50%; inactive = the rest. Not all compounds are listed. The share of hits here may be higher or lower than overall.

`COC(=O)n1c(=O)oc2cc(S(=O)(=O)N3CCCCC3)ccc21` gave GPR55 beta-arrestin 0.6%, SV40 large T antigen 7.9%, KOR beta-arrestin-1 9.6%, Rac1 GTP hydrolysis 4.7%, HIV peptide binding -0.2%, GPR55 antagonists 5.7%, KOR beta-arrestin-2 16.6%, NOD1 inhibition 14.8% and NOD2 inhibition 13.7%.
For CCOC(=O)c1sc(NC(=O)Nc2cccc(Cl)c2)cc1C the results were GPR55 beta-arrestin 0.3%, SV40 large T antigen 2.6%, KOR beta-arrestin-1 -16.7%, Rac1 GTP hydrolysis 9.8%, HIV peptide binding -1.0%, GPR55 antagonists 1.1%, KOR beta-arrestin-2 2.9%, NOD1 inhibition -13.8% and NOD2 inhibition -99.7%.
Cc1ccccc1OCC(O)CN1CCN(c2ccc(Cl)cc2)CC1 (configuration not stated) was read as GPR55 beta-arrestin 0.0%, SV40 large T antigen 21.3%, KOR beta-arrestin-1 27.2%, Rac1 GTP hydrolysis 3.1%, HIV peptide binding -1.1%, GPR55 antagonists 19.0%, KOR beta-arrestin-2 -0.2%, NOD1 inhibition -6.7% and NOD2 inhibition -23.7%.
`Cc1csc2nc(SCC(=O)Nc3ccccc3F)[nH]c(=O)c12` gave GPR55 beta-arrestin 0.0%, SV40 large T antigen 8.4%, KOR beta-arrestin-1 -14.7%, Rac1 GTP hydrolysis 5.4%, HIV peptide binding 1.8%, GPR55 antagonists 9.9%, KOR beta-arrestin-2 0.3%, NOD1 inhibition -45.2% and NOD2 inhibition 16.0%.
`CCn1c(SCC(=O)O)nc2ccccc21` gave GPR55 beta-arrestin -0.2%, SV40 large T antigen 1.2%, KOR beta-arrestin-1 -2.3%, Rac1 GTP hydrolysis 2.1%, HIV peptide binding -0.6%, GPR55 antagonists 4.4%, KOR beta-arrestin-2 -1.0%, NOD1 inhibition -30.7% and NOD2 inhibition -11.3%.
For Fc1ccc(-c2nnn(Cc3ccc(F)cc3Cl)n2)cc1 the results were GPR55 beta-arrestin 0.3%, SV40 large T antigen 23.0%, KOR beta-arrestin-1 0.2%, Rac1 GTP hydrolysis 3.9%, HIV peptide binding 1.5%, GPR55 antagonists 11.0%, KOR beta-arrestin-2 -4.6%, NOD1 inhibition -9.9% and NOD2 inhibition -11.3%.
Screening O=C(C1CCN(Cc2nc(-c3ccc(Cl)cc3)no2)CC1)N1CCOCC1 returned GPR55 beta-arrestin -0.1%, SV40 large T antigen 23.9%, KOR beta-arrestin-1 1.3%, Rac1 GTP hydrolysis 7.8%, HIV peptide binding -2.6%, GPR55 antagonists 1.5%, KOR beta-arrestin-2 1.4%, NOD1 inhibition -10.5% and NOD2 inhibition 20.0%.
CC(=O)N(CCN(C(C)=O)c1ccccc1)c1ccccc1 was read as GPR55 beta-arrestin -0.4%, SV40 large T antigen 10.9%, KOR beta-arrestin-1 21.5%, Rac1 GTP hydrolysis 4.1%, HIV peptide binding -0.1%, GPR55 antagonists 4.1%, KOR beta-arrestin-2 -0.8%, NOD1 inhibition -25.4% and NOD2 inhibition 0.8%.
`OCC1OC(n2nnc3ccccc32)C(O)C(O)C1O` (configuration not stated) gave GPR55 beta-arrestin -0.1%, SV40 large T antigen 6.2%, KOR beta-arrestin-1 1.7%, Rac1 GTP hydrolysis 5.3%, HIV peptide binding -3.2%, GPR55 antagonists -1.4%, KOR beta-arrestin-2 3.6%, NOD1 inhibition -7.2% and NOD2 inhibition 4.9%.
`COc1cccc(NC(=O)Nc2nnc(Cc3ccccc3F)s2)c1` gave GPR55 beta-arrestin 0.3%, SV40 large T antigen 4.9%, KOR beta-arrestin-1 -57.2%, Rac1 GTP hydrolysis 6.2%, HIV peptide binding 2.1%, GPR55 antagonists 3.0%, KOR beta-arrestin-2 -0.4%, NOD1 inhibition -9.2% and NOD2 inhibition 6.3%.
O=C(NC1CCN(c2ncccn2)CC1)c1ccccc1F was read as GPR55 beta-arrestin 0.0%, SV40 large T antigen 5.2%, KOR beta-arrestin-1 -12.2%, Rac1 GTP hydrolysis -2.7%, HIV peptide binding -2.1%, GPR55 antagonists 3.5%, KOR beta-arrestin-2 -1.5%, NOD1 inhibition -4.5% and NOD2 inhibition 2.2%.
O=C(NCc1cccc(C(F)(F)F)c1)N1CCN(S(=O)(=O)c2ccccc2F)CC1 was read as GPR55 beta-arrestin -0.1%, SV40 large T antigen 5.9%, KOR beta-arrestin-1 2.2%, Rac1 GTP hydrolysis 3.8%, HIV peptide binding 1.7%, GPR55 antagonists 3.2%, KOR beta-arrestin-2 -4.1%, NOD1 inhibition -10.1% and NOD2 inhibition 12.7%.
COc1cccc2c(SCC(=O)N/N=C/c3ccccc3)cc(C)nc12 was read as GPR55 beta-arrestin -0.2%, SV40 large T antigen 0.3%, KOR beta-arrestin-1 25.9%, Rac1 GTP hydrolysis 7.5%, HIV peptide binding -0.9%, GPR55 antagonists -5.0%, KOR beta-arrestin-2 -2.0%, NOD1 inhibition 6.7% and NOD2 inhibition 15.7%.
CCc1ccc(C(=O)CCC2CCCCC2=O)cc1 (configuration not stated) was read as GPR55 beta-arrestin -0.1%, SV40 large T antigen 14.0%, KOR beta-arrestin-1 -4.6%, Rac1 GTP hydrolysis 4.9%, HIV peptide binding 0.3%, GPR55 antagonists 0.9%, NOD1 inhibition -52.9% and NOD2 inhibition -44.3%.
O=C(OCCN1CCCCC1)c1ccccc1Cl was read as GPR55 beta-arrestin 0.2%, SV40 large T antigen 10.3%, KOR beta-arrestin-1 6.6%, Rac1 GTP hydrolysis 3.4%, HIV peptide binding -0.6%, GPR55 antagonists -12.2%, KOR beta-arrestin-2 -1.8%, NOD1 inhibition 20.0% and NOD2 inhibition 28.5%.
CCC(=O)c1cn(CC(=O)NCc2ccco2)c2ccccc12 was read as GPR55 beta-arrestin -0.2%, SV40 large T antigen 3.0%, KOR beta-arrestin-1 -70.8%, Rac1 GTP hydrolysis -2.1%, HIV peptide binding -0.1%, GPR55 antagonists -3.3%, KOR beta-arrestin-2 2.8%, NOD1 inhibition -2.4% and NOD2 inhibition -12.1%.
`N#CC1=C(N)Oc2n[nH]c(-c3ccc(F)cc3)c2C1c1cccnc1` (configuration not stated) gave GPR55 beta-arrestin 0.2%, SV40 large T antigen 27.3%, KOR beta-arrestin-1 -32.4%, Rac1 GTP hydrolysis 11.6%, HIV peptide binding 0.6%, GPR55 antagonists -0.3%, KOR beta-arrestin-2 1.6%, NOD1 inhibition 13.6% and NOD2 inhibition 9.5%.
`CC(NC(=O)COC(=O)CC(c1ccccc1)c1ccccc1)c1ccccc1` (configuration not stated) gave GPR55 beta-arrestin 0.5%, SV40 large T antigen 19.6%, KOR beta-arrestin-1 17.4%, Rac1 GTP hydrolysis 4.9%, HIV peptide binding 0.6%, GPR55 antagonists 1.8%, KOR beta-arrestin-2 13.0%, NOD1 inhibition -30.3% and NOD2 inhibition -8.1%.
Cc1c(-c2ccnc3cc(C(=O)O)nn23)cnn1C was read as GPR55 beta-arrestin 1.9%, SV40 large T antigen 4.3%, KOR beta-arrestin-1 -2.4%, Rac1 GTP hydrolysis 12.3%, HIV peptide binding 1.9%, GPR55 antagonists 15.1%, KOR beta-arrestin-2 -4.4%, NOD1 inhibition -31.1% and NOD2 inhibition 1.8%.
Screening COc1cccc(C(N)CC(=O)O)c1 (configuration not stated) returned GPR55 beta-arrestin 0.3%, KOR beta-arrestin-1 2.5%, HIV peptide binding -1.0%, GPR55 antagonists -1.1%, KOR beta-arrestin-2 1.0%, NOD1 inhibition -35.6% and NOD2 inhibition -5.5%.
For CCOc1cc(C(=O)Nc2ccccc2N2CCOCC2)ccc1OCC(=O)N1CCCCC1 the results were GPR55 beta-arrestin 0.0%, SV40 large T antigen -3.6%, KOR beta-arrestin-1 -30.5%, Rac1 GTP hydrolysis -3.1%, HIV peptide binding 0.4%, GPR55 antagonists 6.8%, KOR beta-arrestin-2 5.5%, NOD1 inhibition -33.7% and NOD2 inhibition 9.7%.
Screening C=CCOC(=O)C1=C[C@@H](c2cn(C(C)=O)c3ccccc23)C[C@@H](OCCCCO)O1 returned GPR55 beta-arrestin 1.4%, SV40 large T antigen 4.1%, KOR beta-arrestin-1 -18.4%, Rac1 GTP hydrolysis 10.0%, HIV peptide binding 6.5%, GPR55 antagonists 9.1%, KOR beta-arrestin-2 -2.1%, NOD1 inhibition -0.2% and NOD2 inhibition 16.1%.
`COc1ccc(NC(=O)CSc2nc(O)cc(=O)n2-c2ccccc2OC)cc1` gave GPR55 beta-arrestin 0.3%, SV40 large T antigen 21.9%, KOR beta-arrestin-1 -6.0%, Rac1 GTP hydrolysis 0.5%, HIV peptide binding 0.7%, GPR55 antagonists 19.1%, KOR beta-arrestin-2 -3.3%, NOD1 inhibition -9.6% and NOD2 inhibition 8.3%.
For CC(=O)c1c(C)[nH]c(C(=O)Nc2ccc3c(c2)OCCO3)c1C the results were GPR55 beta-arrestin -0.1%, SV40 large T antigen 18.7%, KOR beta-arrestin-1 -45.3%, Rac1 GTP hydrolysis 6.4%, HIV peptide binding -0.1%, GPR55 antagonists 8.6%, KOR beta-arrestin-2 6.5%, NOD1 inhibition -78.2% and NOD2 inhibition -116.8%.
For O=C(NCCC1=CCCCC1)C1COc2ccccc2O1 (configuration not stated) the results were GPR55 beta-arrestin -0.2%, SV40 large T antigen 9.1%, KOR beta-arrestin-1 -4.1%, Rac1 GTP hydrolysis 10.0%, HIV peptide binding -0.7%, GPR55 antagonists -5.2%, KOR beta-arrestin-2 7.4%, NOD1 inhibition -33.4% and NOD2 inhibition -33.1%.
Screening COc1ccc(S(=O)(=O)Cc2ccc(C(=O)NCc3cccnc3)o2)cc1 returned GPR55 beta-arrestin 0.2%, SV40 large T antigen -0.8%, KOR beta-arrestin-1 0.7%, Rac1 GTP hydrolysis -8.8%, HIV peptide binding -2.0%, GPR55 antagonists -12.3%, KOR beta-arrestin-2 9.9%, NOD1 inhibition -27.8% and NOD2 inhibition -7.9%.
`Cc1ccc2[nH]c3c(=S)nc[nH]c3c2c1` gave GPR55 beta-arrestin 0.3%, SV40 large T antigen 18.8%, KOR beta-arrestin-1 -19.6%, Rac1 GTP hydrolysis 8.8%, HIV peptide binding 1.8%, GPR55 antagonists -0.6%, KOR beta-arrestin-2 -5.3%, NOD1 inhibition -17.2% and NOD2 inhibition -70.7%.
For O=C(Nc1ccccc1F)c1ccc2c(c1)OCO2 the results were GPR55 beta-arrestin -0.2%, SV40 large T antigen -1.7%, KOR beta-arrestin-1 -6.3%[20 µM], Rac1 GTP hydrolysis 12.4%, HIV peptide binding 0.3%, GPR55 antagonists -11.1%, KOR beta-arrestin-2 -2.8%, NOD1 inhibition -55.5% and NOD2 inhibition -41.1%.
